# IDE exosite FP – exo-site inhibitors of human insulin-degrading enzyme; 6.3% of 17,000 active; purified IDE, FL-6b probe fluorescence polarization; active compounds read low; z-score at 20 µM; P14735;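 active means z-score of -3 or lower, meaning strong loss of probe binding signal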;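 further: His-tagged human IDE residues 42-1019 made in E. coli with 30 nM FL-6b probe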
# * hit, by the source's call; & = joins results of further samples.
Structure | IDE exosite FP
C[C@@H]1CCCCO[C@H](CN(C)C(=O)NC2CCCCC2)[C@@H](C)CN([C@H](C)CO)C(=O)c2cc(N(C)C)ccc2O1 | 0.606
N#C[C@H]1[C@@H](c2ccccc2/C=C/c2ccccc2)[C@@H](CO)N1S(=O)(=O)c1ccccc1 | 0.684
COCC(=O)N1[C@H](C#N)[C@H](c2ccccc2-c2ccccc2F)[C@H]1CO | 0.32
CC(C)NC(=O)N1CCCCN2[C@@H](CO)[C@H](c3ccc(C#C[C@@H](C)O)cc3)[C@@H]2C1 | 1.36
O=C(C[C@H]1CC[C@H]2[C@@H](COC[C@@H](O)CN2S(=O)(=O)c2cccc(Cl)c2)O1)N1CCOCC1 | 0.645
CCC(=O)N1[C@H](CO)[C@@H](c2ccccc2)C12CN(C(=O)Nc1ccccc1F)C2 | 0.376
CN(C)C(=O)c1ccc(-c2ccc(C3[C@H]4CNC[C@@H]3N4C(=O)Nc3cc(F)ccc3F)cc2)cc1 (stereo partly drawn) | 1.2
O=C(Cc1ccccc1)N1CC[C@@H]2[C@H](CO)Nc3ccc(C4=CCCCC4)cc3[C@@H]21 | 2.16

# 3 compounds already listed, arranged by formula weight, high to low.
Structure | IDE exosite FP
O=C(C[C@H]1CC[C@H]2[C@@H](COC[C@@H](O)CN2S(=O)(=O)c2cccc(Cl)c2)O1)N1CCOCC1 | 0.645
O=C(Cc1ccccc1)N1CC[C@@H]2[C@H](CO)Nc3ccc(C4=CCCCC4)cc3[C@@H]21 | 2.16
COCC(=O)N1[C@H](C#N)[C@H](c2ccccc2-c2ccccc2F)[C@H]1CO | 0.32

# (continued)
Structure | IDE exosite FP
COc1ccccc1S(=O)(=O)N1CC[C@H]2[C@H](CO)Nc3ccc(-c4ccc(C#N)cc4)cc3[C@H]21 | 1.02
COc1cccc(NC(=O)Nc2ccc3c(c2)C(=O)N(C)C[C@H](OC)[C@@H](C)CN(CC2CC2)[C@@H](C)CO3)c1 | 2.75
CC(C)NC(=O)N1CC2(C1)[C@@H](c1ccccc1)[C@@H](CO)N2C(=O)C1CCOCC1 | -0.035
N#C[C@@H]1[C@@H](c2ccc(-c3ccccc3F)cc2)[C@H](CO)N1C(=O)Cc1ccccc1 | 4.16
CS(=O)(=O)N1[C@@H](C#N)[C@H](c2ccc(C#CC3CCCC3)cc2)[C@@H]1CO | 0.41
COc1ccc2c3c([nH]c2c1)[C@H](CO)N(S(C)(=O)=O)CC31CN(CC2CCOCC2)C1 | 0.0827
CC(C)NC(=O)N1CC2(C1)[C@H](c1ccccc1)[C@H](CO)N2C(=O)C1CCOCC1 | -0.652
COc1cccc(-c2ccc(C3[C@H]4CNC[C@@H]3N4CC3CCCCC3)cc2)c1 (stereo partly drawn) | 1.28
O=C(c1ccc(F)cc1)N1CC(=O)N2[C@@H](CO)[C@H](c3ccc(-c4ccccc4F)cc3)[C@@H]2C1 | 2.06
CS(=O)(=O)Nc1ccc2c(c1)[C@H]1C[C@H](CC(=O)NCCc3ccccc3)O[C@H](CO)[C@H]1O2 | 0.693
CC(C)(O)C#Cc1ccc([C@@H]2[C@@H](CO)N3CCCCN(C(=O)c4cccc(F)c4)C[C@H]23)cc1 | 1.55
O=C(c1ccc(F)cc1)N1CCCCN2[C@H](CO)[C@H](c3ccc(/C=C/c4ccccc4)cc3)[C@H]2C1 | -1.61
CO[C@H]1CN(C)C(=O)c2cc(NC(C)=O)ccc2OC[C@H](C)N(Cc2ccncc2)C[C@H]1C | 0.0822
Cc1ccccc1S(=O)(=O)N1CC(=O)N2[C@H](C1)[C@@H](c1ccc(C#CCC(C)C)cc1)[C@@H]2CO | 3.02
Cc1cccc(-c2ccc([C@H]3[C@@H](CO)N4CCCCN(Cc5cncnc5)C[C@@H]34)cc2)c1 | -1.13
CCCNC(=O)N1CCC2(CC1)CN(C(=O)COC)[C@H](CO)c1[nH]c3cc(OC)ccc3c12 | -0.624
COc1ccc(NC(=O)N2CC(=O)N3[C@H](CO)[C@H](c4ccc(C#CCC5CCCC5)cc4)[C@@H]3C2)cc1 | 1.46
COCC(=O)N1[C@H](C#N)[C@@H](c2ccccc2C2=CCCCC2)[C@H]1CO | -0.468
COc1ccc(S(=O)(=O)N(C)C[C@@H]2Oc3ncccc3C(=O)N([C@H](C)CO)C[C@@H]2C)cc1 | -0.451
CC=Cc1ccc2n(c1=O)C[C@@H]1[C@@H](CO)[C@H](C(=O)N[C@H](C)c3ccccc3)N(C(=O)c3ccccn3)[C@H]21 (mixture of isomers) | 0.337
COc1ccc(NC(=O)N2CCCCN3[C@@H](CO)[C@H](c4ccc(-c5ccccc5C)cc4)[C@@H]3C2)cc1 | -10.3*
O=C(NC1CCCCC1)N1CC(=O)N2[C@H](C1)[C@H](c1ccc(/C=C/c3ccccc3)cc1)[C@@H]2CO | -3.89*
C[C@H](CO)N1C[C@H](C)[C@H](CN(C)S(=O)(=O)c2ccc(Oc3ccccc3)nc2)OCc2cnnn2CCCC1=O | -0.506
O=C(Nc1cc(F)ccc1F)N1[C@@H]2CNC[C@H]1C2c1ccc(-c2cccnc2)cc1 (stereo partly drawn) | 0.718&2.23
COc1ccc(S(=O)(=O)N(C)C[C@H]2OCCCC[C@@H](C)Oc3ccc(NC(=O)Cc4ccccc4)cc3C(=O)N([C@@H](C)CO)C[C@H]2C)cc1 | 1.73
C[C@H]1CCCCO[C@H](CN(C)Cc2ccc3c(c2)OCO3)[C@@H](C)CN([C@@H](C)CO)C(=O)c2cc(NS(=O)(=O)c3cn(C)cn3)ccc2O1 | -0.253
N#C[C@H]1[C@@H](c2ccc(C#Cc3ccccc3F)cc2)[C@H](CO)N1C(=O)C1CC1 | -2.19
Cc1cccc(-c2ccc([C@H]3[C@@H](CO)N4CCCCN(C(=O)c5cccnc5)C[C@H]34)cc2)c1 | -17*

# Retrieved by compound from above (6):
Structure | IDE exosite FP
CC=Cc1ccc2n(c1=O)C[C@@H]1[C@@H](CO)[C@H](C(=O)N[C@H](C)c3ccccc3)N(C(=O)c3ccccn3)[C@H]21 (mixture of isomers) | 0.337
N#C[C@@H]1[C@@H](c2ccc(-c3ccccc3F)cc2)[C@H](CO)N1C(=O)Cc1ccccc1 | 4.16
C[C@H]1CCCCO[C@H](CN(C)Cc2ccc3c(c2)OCO3)[C@@H](C)CN([C@@H](C)CO)C(=O)c2cc(NS(=O)(=O)c3cn(C)cn3)ccc2O1 | -0.253
COc1cccc(NC(=O)Nc2ccc3c(c2)C(=O)N(C)C[C@H](OC)[C@@H](C)CN(CC2CC2)[C@@H](C)CO3)c1 | 2.75
O=C(C[C@H]1CC[C@H]2[C@@H](COC[C@@H](O)CN2S(=O)(=O)c2cccc(Cl)c2)O1)N1CCOCC1 | 0.645
N#C[C@H]1[C@@H](c2ccc(C#Cc3ccccc3F)cc2)[C@H](CO)N1C(=O)C1CC1 | -2.19

# High-throughput results as filed in PubChem.

# Only part of the results is shown. The share of hits here may be higher or lower than overall.
